Screening data from PubChem BioAssay.
D1 PAM – potentiators of human D1 dopamine receptor; P21728; HEK293 TREx D1 cells, calcium flux, dopamine EC20 potentiation; potentiation, % at 10 µM; hit rate 0.036% among 360,000; AID 504651; in the data active means potentiation above about 30%; further: 0% is about no effect
Target sequence (P21728 whole entry, looked up): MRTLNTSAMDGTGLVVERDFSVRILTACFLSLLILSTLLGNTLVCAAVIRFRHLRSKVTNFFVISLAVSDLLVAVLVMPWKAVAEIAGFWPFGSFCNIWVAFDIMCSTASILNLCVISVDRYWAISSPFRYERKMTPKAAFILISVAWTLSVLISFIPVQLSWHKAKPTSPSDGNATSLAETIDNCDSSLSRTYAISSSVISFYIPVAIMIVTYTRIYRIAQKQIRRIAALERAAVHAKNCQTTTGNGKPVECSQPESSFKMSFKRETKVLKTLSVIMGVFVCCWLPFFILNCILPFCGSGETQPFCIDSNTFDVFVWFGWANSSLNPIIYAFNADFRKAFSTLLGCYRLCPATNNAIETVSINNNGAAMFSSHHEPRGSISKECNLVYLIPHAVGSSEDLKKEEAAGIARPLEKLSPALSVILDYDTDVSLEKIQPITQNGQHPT
D1 antagonist – human D1 dopamine receptor antagonism. P21728. HEK293 TREx D1 cells, calcium flux, dopamine EC80; hits give low values. activity change, negative = inhibition, % at 10 µM. hit rate 3.2% among 360,000. AID 504652; in the data active means activity change below about -30%; further: on the % scale 0 is the no-effect control and ±100 the full control effect
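Cells carrying a force-coupled, tetracycline-inducible human D1 receptor report calcium flux. Each well gets a 10 s baseline, compound with 180 s monitoring, then an EC80 dopamine stimulus with a second 180 s kinetic read.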
RXFP1 ag – RXFP1 (human) receptor agonism | AID 2676 | HEK293T-RXFP1 cAMP TR-FRET, 30 min; response scale: percent of porcine relaxin response, buffer zero | Q9HBX9 | hit rate 0.3% among 370,000 | Potency, µM (doses to about 57.5 µM), for the others: at the top dose activation, usual class: activators; further: potency means the concentration at half of the fitted maximal effect; on the % scale 0 is the no-effect control and ±100 the full control effect; nearly all actives have a fitted effect of over 60% in size; many of its hits are not listed in these tables
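Agonist response is measured as cAMP accumulation in an RXFP1-transfected HEK293T line under PDE4 inhibition. Values are scaled between buffer-only and 29 nM porcine relaxin, and EC50s come from standard Hill equation fits.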
D1 agonist – agonists of human D1 dopamine receptor. P21728. HEK293 T-REx D1 cells, calcium flux, agonist mode. activation, % at 2 µM. hit rate 1% among 360,000; in the data active means activation above about 30%; further: 0% is about no effect
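Inducible HEK293 T-REx D1 cells, force-coupled to calcium signalling, were plated at 4000 cells/well with tetracycline and held overnight at 30 C. After no-wash calcium dye loading, compound-evoked calcium rise over 180 s flagged agonists.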
TRHR PAM – allosterically enhances the human TRH receptor; P34981; TRHR cells, fluo-8 calcium fluorescence, EC20 TRH enhancement; enhancement, % at 2 µM; hit rate 0.66% among 360,000; in the data active means enhancement above about 30%; further: 0% is about no effect
Target sequence (P34981 whole entry, looked up): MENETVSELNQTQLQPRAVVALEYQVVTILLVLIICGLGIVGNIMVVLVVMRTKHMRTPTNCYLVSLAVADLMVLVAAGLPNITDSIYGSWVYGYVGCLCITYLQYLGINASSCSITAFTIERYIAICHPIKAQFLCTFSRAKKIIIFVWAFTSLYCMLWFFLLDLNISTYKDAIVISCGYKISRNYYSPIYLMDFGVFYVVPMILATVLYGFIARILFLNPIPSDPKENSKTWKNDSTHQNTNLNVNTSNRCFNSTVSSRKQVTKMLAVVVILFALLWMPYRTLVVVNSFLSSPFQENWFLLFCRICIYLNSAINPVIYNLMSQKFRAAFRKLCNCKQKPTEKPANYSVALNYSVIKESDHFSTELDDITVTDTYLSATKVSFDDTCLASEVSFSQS
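TRHR-expressing cells loaded with fluo-8 calcium dye were read kinetically (ex 480/em 530) during compound addition, then stimulated with an EC20 of TRH (10 nM final). Enhancement of the Gq-mediated intracellular calcium response was scored.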
TRHR ag – agonists of human TRH receptor. P34981. TRHR cells, calcium flux fluo-8, FDSS agonist mode. activation, % at 2 µM. hit rate 0.18% among 360,000; in the data active means activation above about 30%; further: 0% is about no effect
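TRHR-expressing cells loaded with fluo-8 calcium dye; 23 nL library compound pin-transferred, kinetic FDSS fluorescence (Ex 480/Em 530) recorded about 180 s for agonist-induced calcium release, before a 10 nM TRH EC20 addition for potentiator mode.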
Anesthetic bind – candidate novel general anesthetic via apoferritin binding; apoferritin/1-aminoanthracene competitive binding, fluorescence; Potency, µM (series often up to 77.5 µM), without a hit: top-dose activity change, negative = displacement, most hits filed as inhibitors; hit rate 0.074% among 350,000; further: potency means the concentration at half of the fitted maximal effect; on the % scale 0 is the no-effect control and ±100 the full control effect; nearly all actives have a fitted effect of over 20% in size
Target sequence (P02791 2-175 limits assumed): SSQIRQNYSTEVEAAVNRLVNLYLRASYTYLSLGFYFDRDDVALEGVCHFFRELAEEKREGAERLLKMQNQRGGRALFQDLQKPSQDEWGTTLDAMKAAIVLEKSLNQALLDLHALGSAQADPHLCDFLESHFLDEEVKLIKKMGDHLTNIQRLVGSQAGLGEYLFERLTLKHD
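In PBS, apoferritin at 10 uM is loaded with 1-AMA from a 50% saturated solution. After 10 min of compound exposure at ambient temperature, reduced 535 nm fluorescence indicates probe displacement.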
D2 potentiator – positively modulates the human D2 dopamine receptor allosterically; AID 485347; HEK293 T-REx D2, calcium flux, EC20 dopamine potentiation; potentiation, % at 10 µM; hit rate 0.34% among 340,000; P14416;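 active means potentiation over 3 SD above the plate norm, cut at about 30% in these data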; further: 0% is about no effect
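Primary screen. Calcium kinetics in induced HEK293 T-REx D2 cells: compound pre-addition 180 s, EC20 dopamine, 180 s more.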
RXFP1 antag – RXFP1 (human) relaxin receptor antagonism; AID 1259400; activity change, negative = inhibition, % at 57.5 µM; hit rate 0.59% among 350,000; Q9HBX9; HEK293-RXFP1, relaxin-stimulated cAMP HTRF, 30 min; hits give low values;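 active means activity change of -60% or lower, but not beyond a set lower limit; inconclusive means change between -60% and -40%, or beyond the set limit; inactive means change above -40%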; further: on the % scale 0 is the no-effect control and ±100 the full control effect
* = called active by the depositor; ? = inconclusive; / = not tested or not shown; [ ] = dose if it differs, or a comment. Unless noted, the call rests on the fitted dose curve; in most records, active means well fitted curve in the direction sought with a large enough effect; inconclusive means small, poorly fitted or top-dose-only effect, or another doubt; inactive means no such curve, though single readings can be large; an effect the other way counts as inactive or inconclusive. An excerpt; count on the stated rates, not on these rows.

nr | canonical_smiles | D1 antagonist | Anesthetic bind | D1 agonist | RXFP1 antag | TRHR PAM | D2 potentiator | D1 PAM | RXFP1 ag | TRHR ag
1 | NS(=O)(=O)c1ccc(CCNS(=O)(=O)Cc2ccc(Cl)cc2)cc1 | -1 | 3% | -2 | 0 | 5 | -7 | 1 | -1.1% | 0.5
2 | COc1ccc(S(=O)(=O)CCC(=O)Nc2c(C)cccc2C)cc1 | -2 | 3% | 2 | -7 | -7 | 3 | 4 | -0.5% | -0.2
3 | CC(NC(=O)c1ccc(Br)o1)c1ccccc1 (centres undefined) | 4 | ? | 2 | -20 | 6 | 0 | 6 | 3.4% | 0.0
4 | CCc1nnc(NS(=O)(=O)c2ccc(Nc3ccc([N+](=O)[O-])c4nonc34)cc2)s1 | 13 | ? | 11 | -8 | -4 | 16 | -12 | 1.6% | 1.6
5 | S=C(Nc1ccc(Oc2ccccc2)cc1)N1CCOCC1 | -6 | 8% | 7 | -5 | -19 | 4 | 0 | -0.9% | 0.8
6 | O=S(=O)(Cc1ccccc1)N1CCN(c2ccccc2)CC1 | -25 | -10% | 2 | 0 | 4 | -7 | -7 | 0.3% | -0.2
7 | CC(=O)N1CCCc2cc(S(=O)(=O)N3CCCC(C(=O)Nc4ccc(F)cc4F)C3)ccc21 (centres undefined) | -8 | 7% | 2 | -14 | 3 | 4 | -3 | 1.4% | 0.0
8 | Nc1c(-c2cccc([N+](=O)[O-])c2)nc2ccccn12 | -5 | 4% | 2 | 1 | 4 | / | 2 | -0.4% | -0.2
9 | NC(=O)COc1ccc2cc(-c3ccc(F)cc3)c(=O)oc2c1 | -5 | -8% | 2 | 2 | 1 | -5 | -2 | 11% | 1.3
10 | CCN(C(=O)CCS(=O)(=O)c1cc2[nH]c(=O)c(=O)[nH]c2cc1C)c1ccccc1 | -80* | -9% | 0 | -6 | 3 | 2 | -1 | 3.7% | 0.4
11 | O=C(CS(=O)(=O)c1cccc2nsnc12)N1CCN(c2ccccc2)CC1 | 3 | -14% | 1 | / | -4 | -5 | -4 | 1.6% | 0.7
12 | Cc1cc(C)c2c(N)c(-c3nc4ccccc4[nH]3)sc2n1 | 1 | 107%[activator] | 1 | 9 | 6 | 1 | -2 | 4.3% | -1.3
13 | CCC1CCCCN1S(=O)(=O)c1ccc(NC(=O)c2ccncc2)cc1 (centres undefined) | -34* | ? | 18 | -2 | -2 | 20 | -5 | 0.1% | 0.1
14 | COc1ccc(OC)c(CCNC(=O)Cn2nc(C)c3c(C)n(-c4ccc(C)cc4)nc3c2=O)c1 | 1 | -13% | 2 | 3 | -2 | -5 | -3 | 2.1% | -0.8
15 | O=C(CCNS(=O)(=O)c1ccc2[nH]c(=O)oc2c1)NCc1ccccc1 | 0 | -2% | 1 | 2 | -1 | 5 | -11 | -0.9% | 0.2
16 | O=C(COC(=O)/C=C/c1nc2ccccc2s1)Nc1cccc2ccccc12 | 1 | 6% | 1 | -8 | 1 | 10 | 0 | -1.0% | 0.6
17 | CCN(C(=O)CN1C(=O)S/C(=C\c2ccccc2OC)C1=O)C1CCS(=O)(=O)C1 (centres undefined) | 0 | -16% | 9 | 10 | -4 | 14 | -8 | -1.6% | 0.5
18 | O=C1c2ccccc2C(O)(Cc2ccccc2)N1Cc1ccco1 (centres undefined) | -4 | -15% | -3 | 15 | -6 | 19 | -4 | 1.5% | -0.1
19 | COc1ccc(C(=O)NCCc2c[nH]c3ccccc23)cc1[N+](=O)[O-] | -12 | -16% | 4 | -2 | -1 | 3 | -13 | 2.3% | -0.6
20 | Cc1cccc(NC(=S)N2CCN(S(=O)(=O)c3ccccc3)CC2)c1 | 18 | ? | 2 | 5 | -6 | -4 | 5 | -0.9% | 0.2
21 | COc1ccc(NS(=O)(=O)c2cccc(N3CC(O)=C(c4ccccc4)C3=N)c2)cc1 | -1 | -1% | -2 | -4 | 0 | 7 | 8 | -0.7% | 0.5
22 | COc1cccc(CNS(=O)(=O)c2ccc3c(c2)N(C)CCO3)c1 | -7 | 0% | 6 | -19 | -1 | 21 | -7 | -1.9% | -0.8
23 | CCN(CC(=O)NCc1cccs1)C(=O)CCOc1ccccc1C | -21 | -7% | 2 | -7 | -3 | -11 | -10 | -1.1% | -1.6
24 | O=c1c2ccccc2nnn1Cc1ccccc1 | 5 | ? | 1 | 7 | -6 | -7 | 0 | -1.0% | -0.7
25 | Fc1ccc(-c2[nH]ncc2-c2nnnn2-c2ccccc2)c(F)c1 | -19 | ? | 4 | 26 | -6 | -8 | -3 | 1.4% | 0.5

Grouped by structure: the entries above with four or more nitrogen atoms.
nr | canonical_smiles | D1 antagonist | Anesthetic bind | D1 agonist | RXFP1 antag | TRHR PAM | D2 potentiator | D1 PAM | RXFP1 ag | TRHR ag
4 | CCc1nnc(NS(=O)(=O)c2ccc(Nc3ccc([N+](=O)[O-])c4nonc34)cc2)s1 | 13 | ? | 11 | -8 | -4 | 16 | -12 | 1.6% | 1.6
8 | Nc1c(-c2cccc([N+](=O)[O-])c2)nc2ccccn12 | -5 | 4% | 2 | 1 | 4 | / | 2 | -0.4% | -0.2
11 | O=C(CS(=O)(=O)c1cccc2nsnc12)N1CCN(c2ccccc2)CC1 | 3 | -14% | 1 | / | -4 | -5 | -4 | 1.6% | 0.7
12 | Cc1cc(C)c2c(N)c(-c3nc4ccccc4[nH]3)sc2n1 | 1 | 107%[activator] | 1 | 9 | 6 | 1 | -2 | 4.3% | -1.3
14 | COc1ccc(OC)c(CCNC(=O)Cn2nc(C)c3c(C)n(-c4ccc(C)cc4)nc3c2=O)c1 | 1 | -13% | 2 | 3 | -2 | -5 | -3 | 2.1% | -0.8
25 | Fc1ccc(-c2[nH]ncc2-c2nnnn2-c2ccccc2)c(F)c1 | -19 | ? | 4 | 26 | -6 | -8 | -3 | 1.4% | 0.5

The main list resumes, repeating the four entries before the break.
nr | canonical_smiles | D1 antagonist | Anesthetic bind | D1 agonist | RXFP1 antag | TRHR PAM | D2 potentiator | D1 PAM | RXFP1 ag | TRHR ag
22 | COc1cccc(CNS(=O)(=O)c2ccc3c(c2)N(C)CCO3)c1 | -7 | 0% | 6 | -19 | -1 | 21 | -7 | -1.9% | -0.8
23 | CCN(CC(=O)NCc1cccs1)C(=O)CCOc1ccccc1C | -21 | -7% | 2 | -7 | -3 | -11 | -10 | -1.1% | -1.6
24 | O=c1c2ccccc2nnn1Cc1ccccc1 | 5 | ? | 1 | 7 | -6 | -7 | 0 | -1.0% | -0.7
25 | Fc1ccc(-c2[nH]ncc2-c2nnnn2-c2ccccc2)c(F)c1 | -19 | ? | 4 | 26 | -6 | -8 | -3 | 1.4% | 0.5
26 | CCCC1c2ccc(C)n2CCN1C(=O)Nc1ccccc1Cl (centres undefined) | -22 | -12% | 1 | -22 | -3 | -11 | -5 | 1.6% | -0.3
27 | CSCCC(NC(=O)C1CCC(C)CC1)C(=O)NCCN1CCC(C)CC1 (centres undefined) | 7 | -9% | 1 | -12 | 13 | / | 0 | 1.8% | -0.2
28 | COc1ccc2nc(C)cc(NCc3ccc(F)cc3)c2c1 | -5 | 10% | 85* | 1 | 4 | / | -1 | -3.3% | -1.1
29 | Cn1nnnc1SCC(=O)Nc1ncc(Cl)cc1Cl | 3 | / | 2 | 0 | -4 | 13 | 8 | -1.8% | 1.0
30 | CC(=O)Nc1ccc(NC(=O)Cn2ccc([N+](=O)[O-])n2)cc1 | 4 | -7% | 2 | -15 | -1 | 1 | 2 | 3.3% | 0.1
31 | COc1ccc(Cl)cc1NC(=O)C/C(C)=N/NC(=O)c1ccccc1Cl | 6 | -10% | 6 | -8 | 5 | 3 | 0 | 0.5% | 0.1
32 | COc1ccc(C(=O)NC(C(=O)NCC2CCCO2)C(C)C)cc1 (centres undefined) | 23 | 2% | 2 | -4 | -3 | -1 | 1 | -3.7% | 0.1
33 | Cc1ccc(S(=O)(=O)Nc2ccccc2/C=N/c2nc3ccccc3n2C)cc1 | -2 | -5% | 1 | ? | 5 | 5 | 0 | -0.9% | -0.3
34 | CCN(c1ccccc1)S(=O)(=O)c1cccc(C(=O)NCc2ccncc2)c1 | 7 | / | 5 | 11 | 31* | -1 | -10 | 0.5% | 0.0
35 | O=C(CSc1nnc(CNC(=O)c2cccc(F)c2)n1-c1ccccc1)Nc1ccccc1F | -8 | -5% | 0 | 1 | -4 | / | -4 | -0.1% | -0.1
36 | CCn1c2ccccc2c2cc(NC(=O)COc3cccc(C)c3)ccc21 | 4 | 1% | -1 | -2 | 0 | -2 | 1 | / | 0.0
37 | Cc1ccsc1CN(C)C(=O)c1ccc(Oc2ccccc2)cc1 | 0 | -3% | 0 | -18 | -7 | -1 | -8 | -0.1% | -0.7
38 | CC1Cc2ccccc2N1CC(=O)Nc1ccc(Cl)c(S(=O)(=O)N(C)C)c1 (centres undefined) | -27 | -11% | 5 | 1 | -1 | -5 | -3 | 3.2% | -0.5
39 | CCc1c(C)nc2cc(-c3ccc(OC)cc3)[nH]n2c1=O | 21 | -13% | 1 | -2 | 5 | 2 | 0 | 0.9% | 0.0
40 | CN1CCN(CC(O)COCCOc2ccc(Br)cc2)CC1 (centres undefined) | -9 | 8% | 2 | 16 | 3 | 3 | -6 | 0.0% | 0.2
41 | COc1c(F)c(F)c(C(=O)O)c(Nc2ccc(C)cc2C)c1F | -1 | -4% | 3 | -21 | 0 | 1 | -7 | -0.2% | -2.1
42 | CN(C)c1ccc(CNn2cnnc2SCc2ccccc2F)cc1 | -2 | ? | 2 | 15 | -2 | / | -3 | -2.4% | 0.1
43 | COc1ccc(S(=O)(=O)N(CC(=O)NN=C2CCN(C)CC2)c2cc(Cl)ccc2OC)cc1OC | 0 | -8% | 1 | 3 | -5 | -3 | 0 | 0.4% | 0.3
44 | COc1ccc(CN2CCCCCC2)cc1Br | -10 | -8% | 5 | -28 | 4 | -4 | 0 | 6.5% | 1.3
45 | Cc1cccc(C(=O)O/N=C2\CCS(=O)(=O)c3sccc32)c1 | 12 | -22% | 0 | -13 | 12 | 12 | -9 | 5.2% | -3.2
46 | NC(=O)CNC(=O)[C@@H]1CC2(CC(c3cccc([N+](=O)[O-])c3)=NO2)CN1C(=O)c1ccccc1 (some centres undefined) | 5 | -8% | 3 | / | 3 | 10 | 0 | -0.8% | 0.1
47 | Cn1cc(SCC(=O)NC2CCCCC2)c2ccccc21 | 10 | -10% | 0 | -11 | 18 | -3 | -8 | 4.5% | -0.2
